IMPase Li inh – qHTS Assay for Identifying the Cell-Membrane Permeable IMPase Inhibitors: Potentiation with Lithium; CHO-M1 cells, IP1 TR-FRET (IP-One), carbachol + lithium; Potency, µM (series often up to 59.4 µM), inactives show at the top dose activity, negative = IMPase inhibition, actives largely listed as inhibitors; hit rate 0.35% among 210,000; AID 1457, 2008;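 further: IP1 builds up when IMPase is blocked and the TR-FRET signal falls; potency means the concentration at half of the fitted maximal effect; plate controls were basal vehicle for no effect and high inhibitor control for full effect; nearly all actives have a fitted effect of over 50% in size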
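Readout is a homogeneous TR-FRET IP1 immunoassay (Ex 320, Em 665 and 620), where raised cytosolic IP1 lowers signal. Cells were CHO-M1 treated 30 min at 37C with test compounds plus a little lithium; AC50 values came from Hill-equation fitting.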
Luc counter – Counterscreen for Luciferase (Kinase-Glo TM) Inhibition; Luciferin 4-monooxygenase (Photuris pensylvanica), Q27757; Kinase-Glo luciferase, ATP luminescence, 8 min; Potency, µM (series often up to 38.3 µM), for the others: top-dose activity change, negative = inhibition, most hits filed as inhibitors; hit rate 0.28% among 200,000; AID 1379, 2008; further: potency means the concentration at half of the fitted maximal effect; on the % scale 0 is the no-effect control and ±100 the full control effect; nearly all actives have a fitted effect of over 60% in size
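Compound is pinned into ATP-containing buffer (10 uM ATP, imidazole pH 7.2, 7 mM MgCl2). Kinase-Glo luciferase reagent is then added. Light output is recorded following an 8-min room-temperature incubation.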
CBFb RUNX1 block – qHTS Assay for Compounds Blocking the Interaction Between CBF-beta and RUNX1 for the Treatment of Acute Myeloid Leukemia; AID 1477, 2009; 230,000 tested, under 10 active; AlphaScreen CBFb-His/RUNX1-biotin binding, biochemical; Potency, µM (top dose mostly 59.8 µM), without a hit: at the top dose activity, negative = inhibition, hits mostly inhibitors; further: % of control where 0% means no effect
Target sequence (Q01196 whole entry, looked up): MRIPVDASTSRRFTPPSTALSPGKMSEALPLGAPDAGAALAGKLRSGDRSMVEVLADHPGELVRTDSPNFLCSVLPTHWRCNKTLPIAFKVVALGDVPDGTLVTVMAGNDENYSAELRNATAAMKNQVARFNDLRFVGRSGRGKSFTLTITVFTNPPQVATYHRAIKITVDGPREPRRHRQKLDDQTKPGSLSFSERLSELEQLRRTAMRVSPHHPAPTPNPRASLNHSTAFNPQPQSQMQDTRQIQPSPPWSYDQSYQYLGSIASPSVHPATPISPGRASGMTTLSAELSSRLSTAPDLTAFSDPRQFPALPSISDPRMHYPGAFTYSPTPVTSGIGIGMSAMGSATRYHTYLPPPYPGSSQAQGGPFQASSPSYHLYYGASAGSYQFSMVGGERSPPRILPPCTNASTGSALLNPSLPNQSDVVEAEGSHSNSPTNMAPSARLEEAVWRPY
Target sequence (Q13951 whole entry, looked up): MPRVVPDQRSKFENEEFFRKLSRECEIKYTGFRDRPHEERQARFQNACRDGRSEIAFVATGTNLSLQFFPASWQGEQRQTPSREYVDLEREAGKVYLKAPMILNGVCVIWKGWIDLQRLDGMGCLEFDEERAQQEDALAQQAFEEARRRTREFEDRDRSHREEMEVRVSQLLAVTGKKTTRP
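Bead-based AlphaScreen assay; binding partners His-tagged CBF-beta and biotinylated RUNX1 at 30 nM each. Compound exposure 15 min after a 20-min protein preincubation; bead step 90 min; all steps at room temperature.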
SMN2 splice up – qHTS Assay for Enhancers of SMN2 Splice Variant Expression. HEK293 SMN2-luciferase splicing reporter, luminescence, 30-36 h. AID 1458, 2008. Potency, µM (highest dose often 46.1 µM), for inactives: at the highest dose activity change, positive = activation, hits mostly activators. hit rate 2.8% among 210,000; further: potency means the concentration at half of the fitted maximal effect; % of control where 0% means no effect; nearly all actives have a fitted effect of over 55% in size
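HEK293 cells carry an SMN2 […]–luciferase reporter in which exon 7 inclusion puts luciferase in frame. Cells were plated 10-12 h before compound addition, then incubated 30-36 h at 37C. ONE-Glo luminescence was read; sodium butyrate at 4.5 mM final served as control.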
LMNA splice mod – qHTS Assay for Modulators of Lamin A Splicing | HeLa LMNA splicing GFP/RFP minigene ratio, 48 h | Potency, µM (highest dose often 46.1 µM), inactives show top-dose ratio change, negative = inhibition, most hits filed as inhibitors | hit rate 0.01% among 200,000 | AID 1487, 2009; active means well fitted inhibition curve with a large enough effect in the signal ratio, with a control signal flat, not every such curve was filed as active; inconclusive means small, poorly fitted or top-dose-only effect, or effect the other way, or a change in a side signal; the % refers to the signal ratio; further: potency means the concentration at half of the fitted maximal effect; on the % scale 0 is the no-effect control and ±100 the full control effect
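Read-out is the ratio of GFP to DsRed2 object intensity, acquired by 488 nm laser-scanning cytometry on HeLa lamin A-EGFP minigene reporter cells. Compound incubation 48 hrs at 37 °C in Opti-MEM with 2% FBS; DMSO 0.5% final.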
HTT ATP protect – qHTS Multiplex Assay to Identify Dual Action Probes in a Cell Model of Huntington: Cytoprotection (ATP). PC12 HTT-Q103 induced, cytoprotection, ATP luminescence, 40 h. Potency, µM (top dose mostly 56.4 µM), without a hit: cytoprotection (ATP increase), actives largely listed as activators. hit rate 0.14% among 230,000;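 further: potency means the concentration at half of the fitted maximal effect; % of control where 0% means no effect; nearly all actives have a fitted effect of over 45% in size; toxic huntingtin expression switched on by the ecdysone agonist tebufenozide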
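PC12 cells with ecdysone-inducible HTT exon 1 Q103-GFP, induced with 100 nM tebufenozide and co-treated with library compounds in a dose series (1536-well, 1500 cells/well). Cytoprotection read as ATP content by ATPlite luminescence.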
HTT aggregate – qHTS Multiplex Assay to Identify Dual Action Probes in a Cell Model of Huntington: Aggregate Formation (GFP) | Potency, µM (doses to about 46.1 µM), for inactives: top-dose activity change, negative = inhibition, hits mostly inhibitors | AID 1688, 2009 | hit rate 1.1% among 220,000 | PC12 HttQ103-GFP aggregates, Acumen cytometry, 40 h; further: potency means the concentration at half of the fitted maximal effect; on the % scale 0 is the no-effect control and ±100 the full control effect; nearly all actives have a fitted effect of over 60% in size
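Read-out: GFP aggregate count by laser scanning cytometer (488 nm excitation, 500-530 nm emission, 1–25 µm objects >6 SD above background). Cells: PC12, inducible HTTex1-Q103-GFP, 100 nM tebufenozide; compounds titrated.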
* marks the source's active call; other numbers are inactive results; [ ] = dose if it differs, or a comment. Unless noted, the call rests on the fitted dose curve; in most records, active means well fitted curve in the direction sought with a large enough effect; inconclusive means small, poorly fitted or top-dose-only effect, or another doubt; inactive means no such curve, though single readings can be large; an effect the other way counts as inactive or inconclusive.

For O=C(CSc1nnc2ccccn12)Nc1ccc(S(=O)(=O)N2CCOCC2)cc1 the results were IMPase Li inh 15%, Luc counter -3%, CBFb RUNX1 block 5%, SMN2 splice up -2%, HTT ATP protect -31%[inhibitor] and HTT aggregate 5%.
Screening N#Cc1c(N)n(-c2ccc(O)cc2)c2nc3ccccc3nc12 returned IMPase Li inh -3%, Luc counter -2%, CBFb RUNX1 block -11%, SMN2 splice up -9%, LMNA splice mod -25%[46 µM], HTT ATP protect -31%[inhibitor] and HTT aggregate -5%.
CCc1ccc(NSc2ccccc2[N+](=O)[O-])cc1 was read as IMPase Li inh 20%, Luc counter -2%, CBFb RUNX1 block inconclusive, SMN2 splice up -5%, LMNA splice mod inconclusive, HTT ATP protect -16%[10 µM] and HTT aggregate -24%.
For Cc1csc(NC(=O)C2CCCN(S(=O)(=O)c3cccnc3)C2)n1 (configuration not stated) the results were IMPase Li inh 2%[38.3 µM], Luc counter -1%, CBFb RUNX1 block 1%, SMN2 splice up -5%, LMNA splice mod -8%, HTT ATP protect -12% and HTT aggregate -7%.
Screening CCc1cccc2c3c([nH]c12)[C@@](CC)(CC(=O)O)OCC3 returned IMPase Li inh 10%, Luc counter -7%[17.1 µM], CBFb RUNX1 block -13%[21.7 µM], SMN2 splice up 2%[20.6 µM], LMNA splice mod 1%, HTT ATP protect 0%[17.1 µM] and HTT aggregate -2%.
O=C(/C=C/c1cc([N+](=O)[O-])ccc1OC(F)F)NCc1ccc(Cl)cc1 was read as IMPase Li inh -2%[38.3 µM], Luc counter 2%, CBFb RUNX1 block 3%, SMN2 splice up -14%, LMNA splice mod 4%, HTT ATP protect -40%[inhibitor] and HTT aggregate 14%[9.22 µM].
For Cc1ccccc1OC(=O)Cn1c(C(F)(F)F)nc2ccccc21 the results were IMPase Li inh 6%[38.3 µM], Luc counter 0%, CBFb RUNX1 block 10%, SMN2 splice up -10%, LMNA splice mod 10%, HTT ATP protect 5% and HTT aggregate -1%.
`CCOC(=O)c1c(C)[nH]c(C(=O)CN2C(=O)NC3(CCCC3)C2=O)c1C` gave CBFb RUNX1 block 3%, HTT ATP protect 36%[10 µM] and HTT aggregate 17%[9.22 µM].
For Cc1nn(CCOc2ccccc2)c(=O)n1-c1c(F)cccc1F the results were IMPase Li inh 33%[38.3 µM], Luc counter 1%, CBFb RUNX1 block 8%, SMN2 splice up 13µM*, LMNA splice mod -1%, HTT ATP protect 12%[10 µM] and HTT aggregate 18%.
Screening CCCCNc1nc(C)nc2c1nc(-c1ccccc1)n2C(C)CCCN(CC)CC (configuration not stated) returned IMPase Li inh 19%, Luc counter 1%, CBFb RUNX1 block 7%, SMN2 splice up -12% and HTT ATP protect -83%[inhibitor].
`COc1ccc2c(C#N)c3ccccn3c2c1` gave IMPase Li inh -3%, Luc counter 0%, CBFb RUNX1 block inconclusive, SMN2 splice up -11%, LMNA splice mod inconclusive, HTT ATP protect -24% and HTT aggregate inconclusive.
Screening O=C(COc1cccc2ccccc12)N1CCN(c2ccccn2)CC1 returned IMPase Li inh 33%[38.3 µM], Luc counter 6%, CBFb RUNX1 block 1%, SMN2 splice up -5%, LMNA splice mod -6%, HTT ATP protect 16%[10 µM] and HTT aggregate 4%.
For CCOc1ccc2nc(NC(=O)CCC(=O)c3cccs3)sc2c1 the results were IMPase Li inh 28%[38.3 µM], Luc counter -5%, CBFb RUNX1 block -6%, SMN2 splice up 13µM*, LMNA splice mod 13%, HTT ATP protect -21% and HTT aggregate 0%.
Screening C=CCn1c(O)c(C=Nc2ccccc2)sc1=S returned IMPase Li inh 7%, Luc counter 2%, CBFb RUNX1 block 7%, LMNA splice mod 2%[46 µM], HTT ATP protect 4%[10 µM] and HTT aggregate 7%[9.22 µM].
Screening COc1ccc(CCNC(=O)CN(c2cccc([N+](=O)[O-])c2)S(C)(=O)=O)cc1OC returned IMPase Li inh -6%, Luc counter 3%, CBFb RUNX1 block 1%, SMN2 splice up -16%, HTT ATP protect -9% and HTT aggregate -3%.
Screening COc1ccc(S(=O)(=O)N2CCOCC2)cc1NC(=O)c1cc2c(s1)CCCC2 returned IMPase Li inh 7%, Luc counter -1%, CBFb RUNX1 block -4%, SMN2 splice up -5%, LMNA splice mod inconclusive, HTT ATP protect 6%[10 µM] and HTT aggregate 28%.
Screening N#Cc1c(N2CCCCC2)nc(N)c2c(N)nc(SCC(=O)O)cc12 returned CBFb RUNX1 block -21%, HTT ATP protect 10%[10 µM] and HTT aggregate -4%[9.22 µM].
Cn1cccc1Cc1nnc(SCC(=O)NCC2CCCO2)n1C (configuration not stated) was read as IMPase Li inh -3%, CBFb RUNX1 block -16%, HTT ATP protect -48%[inhibitor] and HTT aggregate -1%.
Screening Cc1cc(C)n(C(=O)c2cc(F)c(F)cc2C)n1 returned IMPase Li inh 5%, Luc counter 0%, CBFb RUNX1 block -1%, HTT ATP protect 32%[10 µM] and HTT aggregate -3%[9.22 µM].
Cn1nnnc1SCC(=O)N(C1CCCCC1)C1CCCCC1 was read as IMPase Li inh -4%[38.3 µM], Luc counter -6%, CBFb RUNX1 block 4%, SMN2 splice up -14%, LMNA splice mod inconclusive, HTT ATP protect 19%[10 µM] and HTT aggregate 10%.
COc1ccc(C(=O)COC(=O)C2CCN(S(=O)(=O)c3cccc4cccnc34)CC2)cc1 was read as IMPase Li inh 13%, Luc counter 0%, CBFb RUNX1 block 2%, SMN2 splice up -1%[1.84 µM], LMNA splice mod -5%, HTT ATP protect -4%[10 µM] and HTT aggregate 3%.
`Cc1ccc(C(=O)OCC(=O)Nc2cc(S(=O)(=O)N3CCOCC3)ccc2C)cc1` gave IMPase Li inh -1%, Luc counter -1%, CBFb RUNX1 block -3%, SMN2 splice up 23%, LMNA splice mod 9%[46 µM], HTT ATP protect -32%[inhibitor] and HTT aggregate 10%.
Cc1ccc(S(=O)(=O)Cc2ccc(C(=O)N3CCCC3)o2)cc1 was read as IMPase Li inh -17%[38.3 µM], Luc counter 0%, CBFb RUNX1 block 1%, SMN2 splice up 7%, LMNA splice mod -2%, HTT ATP protect 14% and HTT aggregate -16%.
CC1(C)Cc2ccccc2C2=NNC(=O)C2=N1 was read as IMPase Li inh -2%, Luc counter 2%, CBFb RUNX1 block 2%, SMN2 splice up -43%[inhibitor], LMNA splice mod inconclusive, HTT ATP protect 3%[10 µM] and HTT aggregate -2%[9.22 µM].
Cc1ccc(C(=O)OCC(=O)Nc2ccc3[nH]c(=O)[nH]c3c2)cc1[N+](=O)[O-] was read as CBFb RUNX1 block 17%, HTT ATP protect 16%[10 µM] and HTT aggregate -19%[9.22 µM].
Screening COc1ccc(NC(=O)C2CCN(C(=O)NCc3ccccc3)CC2)cc1 returned IMPase Li inh 2%[38.3 µM], Luc counter -3%, CBFb RUNX1 block -6%, SMN2 splice up -8%, LMNA splice mod 4%, HTT ATP protect 6%[10 µM] and HTT aggregate 6%.
For Cc1c(N=Nc2ccc(O)cc2)c(=O)n(-c2ccccc2)n1C the results were IMPase Li inh 41%[activator], Luc counter -4%, CBFb RUNX1 block 5%, SMN2 splice up 16%, HTT ATP protect -17% and HTT aggregate -12%.
O=C(Cc1ccccc1)N1CCC(c2ccccc2)C1 (configuration not stated) was read as CBFb RUNX1 block -10%, HTT ATP protect 8%[10 µM] and HTT aggregate -2%[9.22 µM].
For O=C1CN(C(=O)c2ccc(Cl)nc2)c2ccccc2N1 the results were IMPase Li inh -4%, Luc counter -2%, CBFb RUNX1 block 21%, SMN2 splice up 11%, HTT ATP protect -31%[inhibitor] and HTT aggregate 7%.
Screening COc1cc(OC)c(C#N)c(S(=O)Cc2ccccc2)c1 (configuration not stated) returned IMPase Li inh 28%[38.3 µM], Luc counter -3%, CBFb RUNX1 block 4%, SMN2 splice up 3%, LMNA splice mod 16%, HTT ATP protect 3% and HTT aggregate -2%.

Copied from above, 2 compounds:
For O=C1CN(C(=O)c2ccc(Cl)nc2)c2ccccc2N1 the results were IMPase Li inh -4%, Luc counter -2%, CBFb RUNX1 block 21%, SMN2 splice up 11%, HTT ATP protect -31%[inhibitor] and HTT aggregate 7%.
Screening COc1cc(OC)c(C#N)c(S(=O)Cc2ccccc2)c1 (configuration not stated) returned IMPase Li inh 28%[38.3 µM], Luc counter -3%, CBFb RUNX1 block 4%, SMN2 splice up 3%, LMNA splice mod 16%, HTT ATP protect 3% and HTT aggregate -2%.

Remaining list, next part.
For COc1ccccc1C(C[N+](=O)[O-])c1c[nH]c2ccccc12 (configuration not stated) the results were CBFb RUNX1 block 1%, HTT ATP protect 12%[10 µM] and HTT aggregate 15%[9.22 µM].
For CCc1nc(C)c(C#N)c2cc(OC)c(OC)cc12 the results were IMPase Li inh 23%[38.3 µM], Luc counter 1%, CBFb RUNX1 block 13%, SMN2 splice up inconclusive, LMNA splice mod -17%, HTT ATP protect -5% and HTT aggregate -15%.
For CCC(=O)Nc1ccc(Cl)c(NC(=O)c2c(OC)cccc2OC)c1 the results were IMPase Li inh -4%, Luc counter 2%, CBFb RUNX1 block 0%, SMN2 splice up 5%, HTT ATP protect -13% and HTT aggregate -1%.
For COc1ccc(C)cc1NC(=O)NCCC1=CCCCC1 the results were IMPase Li inh 23%[38.3 µM], Luc counter -3%, CBFb RUNX1 block 3%, SMN2 splice up -12%, LMNA splice mod 13%, HTT ATP protect 0%[1.9 µM] and HTT aggregate -17%.
`O=C(Cn1c(=O)c2ccccc2n(CC(=O)N2CCCCC2)c1=O)N1CCCCC1` gave CBFb RUNX1 block -6%, HTT ATP protect -12%[10 µM] and HTT aggregate -26%[9.22 µM].
`CC(CCc1ccccc1)NC(=O)COC(=O)C1CCC(C(C)(C)C)CC1` (configuration not stated) gave IMPase Li inh 7%, Luc counter -1%, CBFb RUNX1 block 16%, SMN2 splice up -11%, LMNA splice mod -1%, HTT ATP protect 20%[10 µM] and HTT aggregate -3%.
For CCOC(=O)c1nc2ccccc2c(C)c1C the results were CBFb RUNX1 block 10%, HTT ATP protect -9%[10 µM] and HTT aggregate -21%[9.22 µM].
